Bioassay records as filed in PubChem.
RXFP1 ag – qHTS Assay for Agonists of the Relaxin Receptor RXFP1. HEK293T-RXFP1 cAMP TR-FRET, 30 min; response scale: percent of porcine relaxin response, buffer zero. Potency, µM (series often up to 57.5 µM), for the others: at the highest dose activation, actives largely listed as activators. actives 0.3% (n = 370,000). AID 2676, 2010; also: potency is read from the fitted curve at half-maximal effect; % is scaled to controls: 0 for no effect and ±100 for the full control effect; nearly all actives have a fitted effect of over 60% in size; many of its hits are not listed in these tables
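Agonist response is measured as cAMP accumulation in an RXFP1-transfected HEK293T line under PDE4 inhibition. Values are scaled between buffer-only and 29 nM porcine relaxin, and EC50s come from standard Hill equation fits.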
Vif-A3G inh – qHTS for Inhibitors of Vif-A3G Interactions: qHTS | actives 0.076% (n = 410,000) | AID 602310, 2012 | HeLa A3G-eYFP + Vif (tagged APOBEC3G with the HIV-1 protein that degrades it), YFP fluorescence, overnight | Potency, µM (titrated, usually from 46.1 µM), for inactives: at the highest dose activity, negative = active, usual class: inhibitors | DNA dC->dU-editing enzyme APOBEC-3G (Homo sapiens), Q9HC16;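 also: potency is read from the fitted curve at half-maximal effect; % is scaled to controls: 0 for no effect and ±100 for the full control effect; nearly all actives have a fitted effect of over 60% in size; hits raise eYFP signal because A3G escapes Vif-driven loss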
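Read-out is eYFP fluorescence (Ex 488/Em 500-530) from Vif-expressing HeLa A3G-eYFP cells; more signal means A3G escaped Vif-mediated degradation. Cells plated overnight, compound pinned in, incubated overnight at 37 deg C.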
GRP78 ERSR act – qHTS for Inducers of the Endoplasmic Reticulum Stress Response (ERSR) in Human Glioma: qHTS | U87-MG GRP78 promoter luciferase reporter, 16 h | Potency, µM, for inactives: top-dose activation, hits mostly activators | actives 0.02% (n = 420,000) | AID 602332, 2012; also: potency is read from the fitted curve at half-maximal effect; series mostly up to about 76 µM; % of control where 0% means no effect; nearly all actives have a fitted effect of over 35% in size
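ERSR induction read as luciferase luminescence (Bright-Glo, 10 min at room temperature) in stably transfected human U87-MG glioma cells exposed to compounds for 16 h, using GRP78 as sensor.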
LDHA inh – qHTS assay for inhibitors of human lactate dehydrogenase | actives 0.15% (n = 480,000) | L-lactate dehydrogenase A chain (Homo sapiens), P00338 | AID 1347041, 2019 | activity change, % (values are at about 110 or 230 µM) | purified LDHA, NADH/diaphorase-resazurin fluorescence; hits give low values; in the data active = activity change below about -30%;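 also: plate controls were DMSO wells for no effect and wells without enzyme for full effect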
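Enzyme activity of human lactate dehydrogenase 5 (2 nM; 0.06 mM NADH, 0.2 mM pyruvate, 5 min, RT) is measured via a resazurin/diaphorase fluorescence readout of residual NADH.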
D1 ag – Allosteric Agonists of the Human D1 Dopamine Receptor: qHTS. activation, % at 2 µM. HEK293 T-REx D1 cells, calcium flux, agonist mode. actives 1% (n = 360,000); in the data active = activation above about 30%; also: 0% is about no effect
Target sequence (P21728 whole entry, looked up): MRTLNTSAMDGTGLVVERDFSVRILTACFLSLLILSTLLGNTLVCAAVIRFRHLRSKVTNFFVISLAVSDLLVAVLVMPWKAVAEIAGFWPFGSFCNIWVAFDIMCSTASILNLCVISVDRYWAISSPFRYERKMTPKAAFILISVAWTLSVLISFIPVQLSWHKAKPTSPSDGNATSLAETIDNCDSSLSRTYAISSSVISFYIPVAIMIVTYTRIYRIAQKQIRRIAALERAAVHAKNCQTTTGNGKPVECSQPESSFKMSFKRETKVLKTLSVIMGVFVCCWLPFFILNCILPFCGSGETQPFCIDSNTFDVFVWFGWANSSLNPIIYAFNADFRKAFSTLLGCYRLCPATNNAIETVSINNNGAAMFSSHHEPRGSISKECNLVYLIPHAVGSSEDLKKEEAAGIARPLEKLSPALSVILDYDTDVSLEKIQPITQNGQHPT
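Tetracycline-induced HEK293 TREx D1 cells, force-coupled to calcium signalling, were dye-loaded with a no-wash calcium kit. Compound was pin-added after a 10 s baseline. Fluorescence was read kinetically at 1 cycle/s for 180 s, with calcium rises flagged as agonism.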
Vif-APOBEC3F blk – qHTS for Inhibitors of Vif-A3F Interactions: qHTS; Potency, µM (top dose mostly 46.1 µM), for inactives: at the top dose activity, negative = active; HeLa A3F-eYFP + Vif (tagged APOBEC3F with the HIV-1 protein that degrades it), YFP fluorescence increase; AID 602313, 2012; actives 0.2% (n = 390,000); also: potency is read from the fitted curve at half-maximal effect; % of control where 0% means no effect; nearly all actives have a fitted effect of over 65% in size
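Fluorescence increase (Ex 488/Em 500-530) after overnight compound treatment at 37 deg C flags inhibition of Vif-driven A3F-eYFP loss in stable HeLa A3F-eYFP/Vif cells seeded overnight beforehand.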
D2 potentiator – HTS Assay for Positive Allosteric Modulators of the Human D2 Dopamine Receptor: Primary Screen for Potentiators; actives 0.34% (n = 340,000); potentiation, % at 10 µM; D(2) dopamine receptor (Homo sapiens), P14416; HEK293 T-REx D2, calcium flux, EC20 dopamine potentiation;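 active = potentiation over 3 SD above the plate norm, cut at about 30% in these data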; also: 0% is about no effect
Target sequence (P14416 whole entry, looked up): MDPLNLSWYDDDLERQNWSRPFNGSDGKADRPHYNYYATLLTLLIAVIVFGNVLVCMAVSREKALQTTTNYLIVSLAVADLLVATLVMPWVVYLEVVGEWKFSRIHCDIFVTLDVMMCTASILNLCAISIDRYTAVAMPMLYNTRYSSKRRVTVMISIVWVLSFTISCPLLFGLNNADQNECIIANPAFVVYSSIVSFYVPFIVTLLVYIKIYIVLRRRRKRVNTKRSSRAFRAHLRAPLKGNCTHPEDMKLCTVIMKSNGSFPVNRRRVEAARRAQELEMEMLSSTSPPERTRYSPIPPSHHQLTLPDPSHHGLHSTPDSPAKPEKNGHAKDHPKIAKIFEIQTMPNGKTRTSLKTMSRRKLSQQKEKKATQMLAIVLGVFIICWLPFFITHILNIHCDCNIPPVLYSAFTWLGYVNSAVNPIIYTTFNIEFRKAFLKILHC
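Calcium flux readout, no-wash dye, 1 read/s. Inducible HEK293 Trex D2 line, overnight 30 C. Compound alone 180 s (agonist flags), then EC20 dopamine, another 180 s to score potentiation.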
D1 PAM – Potentiators of Human D1 Dopamine Receptor: qHTS | HEK293 TREx D1 cells, calcium flux, dopamine EC20 potentiation | AID 504651, 2011 | actives 0.036% (n = 360,000) | potentiation, % at 10 µM; in the data active = potentiation above about 30%; also: 0% is about no effect
D1 antag – Antagonist of Human D 1 Dopamine Receptor: qHTS; D(1A) dopamine receptor (Homo sapiens), P21728; HEK293 TREx D1 cells, calcium flux, dopamine EC80; hits give low values; activity change, negative = inhibition, % at 10 µM; actives 3.2% (n = 360,000); AID 504652, 2011; in the data active = activity change below about -30%; also: % is scaled to controls: 0 for no effect and ±100 for the full control effect
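Kinetic fluorescence of a calcium dye serves as the read-out. D1-expressing Hek293 Trex cells, induced overnight at 30 C, are exposed to compound for 180 s before an EC80 dopamine addition, then read 180 s further.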
* marks the source's active call; other numbers are inactive results; / = no result given; & = joins results of further samples. Unless noted, calls follow the shape of the dose curve; as a rule, active = well fitted curve in the direction sought with a large enough effect; inconclusive = small, poorly fitted or top-dose-only effect, or another doubt; inactive = no such curve, though single readings can be large; an effect the other way counts as inactive or inconclusive. Not all compounds are listed, so the mix of outcomes need not match the whole.

SMILES	RXFP1 ag	Vif-A3G inh	GRP78 ERSR act	LDHA inh	D1 ag	Vif-APOBEC3F blk	D2 potentiator	D1 PAM	D1 antag
O=C(O)c1cc(=O)c2ccccc2o1	3.2%	-1%	-6%&-5%	-3	1	-9%	/	11	-12
Cc1cccc(Cc2c(C)nc3c(-c4ccccc4)c(C)[nH]n3c2=O)c1	-0.2%	-8%	-2%	-10	15	-6%	/	-3	10
Cc1c(C)n(Cc2ccccc2)c2ccc(C(=O)OCCN(C)C)cc12	-1.0%	0%	-1%&3%	2	57*	-13%	0	-4	-25
CCOc1ccc2nc(N3CCC(C(=O)Nc4ccccc4CC)CC3)sc2c1	20%	-2%	2%	-5	1	-1%	13	-6	13
CCN(CC)CC1CCCCN1CC(=O)N1c2ccccc2C(=O)Nc2cccnc21 (configuration not stated)	2.0%	/	-2%	/	0	/	-6	-2	-4
CC1O[C@@H](OCC2O[C@@H](Oc3cc(O)c4c(c3)OC(c3ccc(O)cc3)CC4=O)[C@H](O)[C@@H](O)[C@@H]2O)[C@H](O)[C@H](O)[C@H]1O (some centres not stated)	0.5%	-1%	1%	4	3	2%	3	-5	12
CCCCCCCCCCCCCCC[C@@H](O)[C@@H](N)CO	/	-1%	-3%&-4%&0%	-14	/	0%	/	/	/
CCCOc1ccc(C(=O)OCCN(CC)CC)cc1N	1.0%	0%	0%&2%&-5%	-1	4	-1%	/	6	7
CN(C)CC/C=C1/c2ccccc2COc2ccc(CC(=O)O)cc21	/	-2%	-2%	-5	/	8%	/	/	/
COc1ccc(C(=O)c2ccccc2)c(O)c1	1.4%	0%	2%&0%&3%&2%	2	16	-7%	/	-7	-17
Nc1ncnc2c1c(-c1ccc(Oc3ccccc3)cc1)cn2C1CCCC1	3.0%	-12%	6%&0%&-2%	-11	-1	2%	-2	6	26
O=C(O)Cc1sc(-c2ccccc2)nc1-c1ccc(Cl)cc1	/	0%	6%&2%&-2%	-14	/	-6%	/	/	/
CCCOc1ccc2nc(NC(=O)OC)[nH]c2c1	0.0%	/	-4%	/	2	/	3	-1	1
CCCC(=O)O[C@]1(C(=O)COC(C)=O)CC[C@H]2[C@@H]3C[C@H](F)C4=CC(=O)C=C[C@]4(C)[C@@]3(F)[C@@H](O)C[C@@]21C	2.9%	-3%	-1%	-3	2	10%	12	4	12
Cn1ccc2cc3c(cc21)CCN3C(=O)Nc1cccnc1	-1.8%	-2%	0%&0%&0%&2%	-4	-1	3%	14	-1	-23
CCCC(=O)O[C@]1(C(=O)CCl)[C@@H](C)C[C@H]2[C@@H]3CCC4=CC(=O)C=C[C@]4(C)[C@@]3(F)C(=O)C[C@@]21C	2.8%	-1%	-1%	2	3	3%	5	2	14
COC(=O)N/N=C/c1c[n+]([O-])c2ccccc2[n+]1[O-]	-0.2%	-2%	-2%	-10	-2	-2%	-5	-6	10
CCCC1(c2ccccc2)NC(=O)N(CC(=O)N(C)Cc2c(F)cccc2Cl)C1=O (configuration not stated)	2.1%	-2%	-4%	2	0	8%	/	-6	14
Cc1c(Cl)cccc1NC(=O)Cn1cc(C(=O)C2CCCCC2)c2ccccc21	-0.2%	-4%	-1%	-9	3	-4%	10	-1	-3
O=C(O)Cc1cn(-c2ccccc2)nc1-c1ccc(Cl)cc1	-2.2%	0%	-4%&-4%	-5	2	-10%	31*	1	-15
C[C@H](CCC(=O)O)[C@H]1CC[C@H]2[C@@H]3[C@H](O)C[C@@H]4C[C@H](O)CC[C@]4(C)[C@H]3CC[C@]12C	3.1%	0%	-4%	-4	3	5%	11	-1	19
CC1(C)O[C@@H]2C[C@H]3[C@@H]4C[C@H](F)C5=CC(=O)C=C[C@]5(C)[C@@]4(F)[C@@H](O)C[C@]3(C)[C@]2(C(=O)CO)O1	-0.3%	0%	-2%	-2	2	4%	-8	-3	16
CC[C@]12CCCN3CCc4c(n(c5ccccc45)[C@](O)(C(=O)OC)C1)[C@@H]32	-1.9%	-1%	-2%	-4	1	-2%	14	8	10
Cc1ccc(C)c(Nc2nc3nonc3nc2Nc2cccc(C)c2C)c1	-1.0%	3%	-3%	-13	8	-18%	5	-2	-31*
O=[N+]([O-])c1cncn1CCN1CCOCC1	/	0%	-6%	7	/	4%	/	/	/
COc1ccc(-c2oc3c(CC=C(C)C)c(O[C@@H]4O[C@H](CO)[C@@H](O)[C@H](O)[C@H]4O)cc(O)c3c(=O)c2O[C@@H]2O[C@@H](C)[C@H](O)[C@@H](O)[C@H]2O)cc1	0.4%	/	/	/	2	/	-7	1	-6

Whole records as entered above. Order of screens: RXFP1 ag	Vif-A3G inh	GRP78 ERSR act	LDHA inh	D1 ag	Vif-APOBEC3F blk	D2 potentiator	D1 PAM	D1 antag
CCOc1ccc2nc(N3CCC(C(=O)Nc4ccccc4CC)CC3)sc2c1 is entered as 20%	-2%	2%	-5	1	-1%	13	-6	13
O=C(O)c1cc(=O)c2ccccc2o1 is entered as 3.2%	-1%	-6%&-5%	-3	1	-9%	/	11	-12

An excerpt of these results, in markdown.
| SMILES | RXFP1 ag | Vif-A3G inh | GRP78 ERSR act | LDHA inh | D1 ag | Vif-APOBEC3F blk | D2 potentiator | D1 PAM | D1 antag |
| --- | --- | --- | --- | --- | --- | --- | --- | --- | --- |
| O=C(O)Cc1sc(-c2ccccc2)nc1-c1ccc(Cl)cc1 | / | 0% | 6%&2%&-2% | -14 | / | -6% | / | / | / |
| CCCOc1ccc2nc(NC(=O)OC)[nH]c2c1 | 0.0% | / | -4% | / | 2 | / | 3 | -1 | 1 |
| CCCC(=O)O[C@]1(C(=O)COC(C)=O)CC[C@H]2[C@@H]3C[C@H](F)C4=CC(=O)C=C[C@]4(C)[C@@]3(F)[C@@H](O)C[C@@]21C | 2.9% | -3% | -1% | -3 | 2 | 10% | 12 | 4 | 12 |
| Cn1ccc2cc3c(cc21)CCN3C(=O)Nc1cccnc1 | -1.8% | -2% | 0%&0%&0%&2% | -4 | -1 | 3% | 14 | -1 | -23 |
| CCCC(=O)O[C@]1(C(=O)CCl)[C@@H](C)C[C@H]2[C@@H]3CCC4=CC(=O)C=C[C@]4(C)[C@@]3(F)C(=O)C[C@@]21C | 2.8% | -1% | -1% | 2 | 3 | 3% | 5 | 2 | 14 |
| COC(=O)N/N=C/c1c[n+]([O-])c2ccccc2[n+]1[O-] | -0.2% | -2% | -2% | -10 | -2 | -2% | -5 | -6 | 10 |
| CCCC1(c2ccccc2)NC(=O)N(CC(=O)N(C)Cc2c(F)cccc2Cl)C1=O (configuration not stated) | 2.1% | -2% | -4% | 2 | 0 | 8% | / | -6 | 14 |
| Cc1c(Cl)cccc1NC(=O)Cn1cc(C(=O)C2CCCCC2)c2ccccc21 | -0.2% | -4% | -1% | -9 | 3 | -4% | 10 | -1 | -3 |
| O=C(O)Cc1cn(-c2ccccc2)nc1-c1ccc(Cl)cc1 | -2.2% | 0% | -4%&-4% | -5 | 2 | -10% | 31* | 1 | -15 |
| C[C@H](CCC(=O)O)[C@H]1CC[C@H]2[C@@H]3[C@H](O)C[C@@H]4C[C@H](O)CC[C@]4(C)[C@H]3CC[C@]12C | 3.1% | 0% | -4% | -4 | 3 | 5% | 11 | -1 | 19 |
| CC1(C)O[C@@H]2C[C@H]3[C@@H]4C[C@H](F)C5=CC(=O)C=C[C@]5(C)[C@@]4(F)[C@@H](O)C[C@]3(C)[C@]2(C(=O)CO)O1 | -0.3% | 0% | -2% | -2 | 2 | 4% | -8 | -3 | 16 |
| CC[C@]12CCCN3CCc4c(n(c5ccccc45)[C@](O)(C(=O)OC)C1)[C@@H]32 | -1.9% | -1% | -2% | -4 | 1 | -2% | 14 | 8 | 10 |
| Cc1ccc(C)c(Nc2nc3nonc3nc2Nc2cccc(C)c2C)c1 | -1.0% | 3% | -3% | -13 | 8 | -18% | 5 | -2 | -31* |
| O=[N+]([O-])c1cncn1CCN1CCOCC1 | / | 0% | -6% | 7 | / | 4% | / | / | / |
